# Source: PubChem BioAssay (several laboratories)
# TNAP inh noacc: human TNAP enzyme inhibitors, primary screen, biochemical, luminescent, no phosphate acceptor, uHTS; Alkaline phosphatase, tissue-nonspecific isozyme (Homo sapiens), P05186; purified TNAP, CDP-star luminescence, 30 min; inhibition, % at 20 µM; 200,000 compounds, 0.26% hits;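 active = tissue-nonspecific alkaline phosphatase inhibition above about 50% at 20 µM in the single-dose screen, limit read from the data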;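 also: 0% = DMSO negative control and 100% = EDTA positive control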
# Target sequence (P05186 whole entry, looked up): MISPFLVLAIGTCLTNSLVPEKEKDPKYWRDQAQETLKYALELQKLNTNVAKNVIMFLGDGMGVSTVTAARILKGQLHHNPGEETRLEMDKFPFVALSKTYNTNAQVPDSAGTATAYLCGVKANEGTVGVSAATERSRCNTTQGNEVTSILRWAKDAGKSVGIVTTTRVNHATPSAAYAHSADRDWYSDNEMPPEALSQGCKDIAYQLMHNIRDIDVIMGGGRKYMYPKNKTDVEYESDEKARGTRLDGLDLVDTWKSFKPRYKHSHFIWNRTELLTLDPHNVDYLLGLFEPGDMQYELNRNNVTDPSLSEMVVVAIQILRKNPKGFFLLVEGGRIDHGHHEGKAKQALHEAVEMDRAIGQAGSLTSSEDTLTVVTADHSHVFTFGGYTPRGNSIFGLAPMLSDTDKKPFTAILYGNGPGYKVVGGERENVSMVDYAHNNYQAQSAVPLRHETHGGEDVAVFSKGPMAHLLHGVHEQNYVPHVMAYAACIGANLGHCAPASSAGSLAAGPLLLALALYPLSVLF
# PMI act: activators of human PMI, primary screen, biochemical, fluorescence intensity, near-Km mannose 6-phosphate | Mannose-6-phosphate isomerase (Homo sapiens), P34949 | AID 1214, 2008 | purified human PMI, coupled resazurin fluorescence, 20 min; active compounds read high; 1 = vehicle control, 0 substrate-free wells | activation factor at 20 µM | 190,000 compounds, 0.005% hits;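 active = activation factor of 2 or more at 20 µM, relative to plate controls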
# Target sequence (P34949 whole entry, looked up): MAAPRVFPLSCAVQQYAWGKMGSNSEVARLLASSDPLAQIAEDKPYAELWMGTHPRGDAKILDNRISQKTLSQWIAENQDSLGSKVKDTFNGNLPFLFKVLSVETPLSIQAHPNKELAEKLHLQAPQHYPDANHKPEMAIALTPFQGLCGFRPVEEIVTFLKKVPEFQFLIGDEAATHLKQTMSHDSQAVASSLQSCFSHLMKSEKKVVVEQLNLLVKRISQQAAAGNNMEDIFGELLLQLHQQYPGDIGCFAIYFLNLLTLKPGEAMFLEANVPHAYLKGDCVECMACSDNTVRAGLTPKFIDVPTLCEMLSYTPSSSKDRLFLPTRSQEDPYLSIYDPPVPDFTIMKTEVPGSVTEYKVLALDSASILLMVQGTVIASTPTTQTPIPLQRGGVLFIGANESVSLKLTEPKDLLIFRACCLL
# L major viab: Leishmania major promastigote growth inhibition, primary screen. Leishmania major promastigotes, resazurin fluorescence viability. inhibition, % at 10 µM. 200,000 compounds, 9% hits. AID 1063, 2008; in the data active = inhibition above about 50%;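 also: promastigotes grown with compound for 44 hours at 28 °C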
# TNAP act hi DEA: TNAP activators at high phosphate acceptor level, primary screen, biochemical, luminescence, uHTS; Alkaline phosphatase, tissue-nonspecific isozyme (Homo sapiens), P05186; purified TNAP, CDP-star luminescence, 1 M DEA, 30 min; active compounds read high; 0 = EDTA background, 1 = DMSO-only activity; activation factor at 20 µM; 200,000 tested, under 10 active; AID 1136, 2008;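 active = activation factor at least 2 at 20 µM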
#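 Dosing: 20 µM single point. System: human TNAP. Amount: TNAP 1/800 final. Incubation: 30 min, room temperature. Read-out: TNAP activation factor scaled between EDTA and DMSO control wells. Signal: luminescence from CDP-star hydrolysis. Medium: 1 M DEA, pH 9.8, Mg2+, Zn2+. Control set: EDTA negative control, DMSO positive control.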
# PMI act satM6P: human PMI activators, high substrate, primary screen, biochemical, fluorescence intensity, near-saturating mannose 6-phosphate; Mannose-6-phosphate isomerase (Homo sapiens), P34949; coupled PMI enzyme assay, resazurin fluorescence, 20 min; active compounds read high; 1 = untreated enzyme, 0 = substrate-free blank; activation factor at 20 µM; 190,000 compounds, 0.34% hits;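 active = activation factor of 2 or more at 20 µM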
#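 Material: human phosphomannose isomerase with PGI, G6PDH, diaphorase coupling enzymes. Quantity: 15 ng/mL PMI. Medium: HEPES pH 7.4 buffer with MgCl2 and Tween-20. Reagent: Near-saturating mannose-6-phosphate, 1.0 mM. Compound: 20 µM single dose. Times: enzyme reaction with compound 20 min at room temperature. Detection: resorufin fluorescence at Ex 544/Em 590 nm.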
# bIAP act: bovine intestinal alkaline phosphatase activators, primary screen, biochemical, bovine IAP, CDP-star luminescence. activation factor at 20 µM. 200,000 compounds, 0.17% hits. purified bovine IAP, 30 min; active compounds read high; fold of DMSO-control signal, blank-subtracted;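 active = activation factor of 2 or more at 20 µM, a signal rise over negative controls twice the positive control's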
# Diaphorase act: compounds boosting diaphorase resazurin reduction – biochemical, uHTS, resorufin fluorescence, counter-screen for diaphorase-coupled primary assays, primary screen; 190,000 compounds, 0.005% hits; activation factor at 20 µM; Diaphorase/resazurin coupled assay, 16 min; active compounds read high; 1 = vehicle wells, 0 = NADH-free wells;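 active = diaphorase activity raised at least twofold by the compound at 20 µM; inactive = activation factor below 2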
#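 Assay system: Purified diaphorase enzyme from Clostridium kluyveri | Amount: Enzyme 0.07 U/mL final | Dosing: Compound 20 µM once, DMSO 1% | Timing: 16 min reaction at room temperature | Detection: Fluorescence, excitation 544 nm and emission 590 nm | Evaluation: Higher resorufin formation from activation or reduction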
# Diaphorase inh: diaphorase inhibitors and chemical oxidizers, primary screen, counter-screen for diaphorase-coupled primary assays, biochemical, uHTS, resorufin fluorescence | diaphorase resazurin-to-resorufin fluorescence, NADH, 16 min; bacterial (C. kluyveri) enzyme, not human | inhibition, % at 20 µM | 190,000 compounds, 0.69% hits | AID 1217, 2008;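 active = primary screen inhibition at 20 µM above a set limit, cut at about 50% in these data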;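 also: plate controls were DMSO with full reaction for no effect and wells lacking NADH for full effect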
#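 Assay system: diaphorase enzyme from Clostridium kluyveri; Input: enzyme working solution with 0.14 U/mL diaphorase; Timing: 16 min at room temperature; Technique: resorufin fluorescence, excitation 544 nm, emission 590 nm; Benchmarks: positive control minus NADH, DMSO neutral control.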
# TNAP inh hi DEA: human TNAP enzyme inhibitors, primary screen, biochemical, luminescent, high phosphate acceptor level, uHTS. AID 1135, 2008. inhibition, % at 20 µM. Alkaline phosphatase, tissue-nonspecific isozyme (Homo sapiens), P05186. 200,000 compounds, 0.03% hits. purified TNAP, CDP-star luminescence, 1 M DEA;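 active = over 50% inhibition of tissue-nonspecific alkaline phosphatase at 20 µM in the single-dose screen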;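 also: plate controls were DMSO wells for no effect and EDTA-quenched wells as full inhibition for full effect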
# bIAP inhibitor: bovine intestinal alkaline phosphatase inhibitors, primary screen, selectivity assay for TNAP inhibitor project, biochemical, bovine IAP, CDP-star luminescence. 190,000 tested, under 10 active. inhibition, % at 20 µM. AID 1019, 2008. purified bovine IAP, 30 min;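 active = over 50% inhibition of intestinal alkaline phosphatase at 20 µM in the single-dose screen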
#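 Incubation: 30 min reaction at room temperature / Material: purified bovine intestinal alkaline phosphatase (IAP) enzyme / Input: enzyme at 1/65,000,000 dilution / Dosing: 20 µM single dose / Signal: CDP-star luminescence signal / Reagent: CDP-star chemiluminescent phosphatase substrate, 30 µM final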
# Starred values were filed as active, the others as inactive.
SMILES,TNAP inh noacc,PMI act,L major viab,TNAP act hi DEA,PMI act satM6P,bIAP act,Diaphorase act,Diaphorase inh,TNAP inh hi DEA,bIAP inhibitor
CCOc1cc(NC(=S)NCCCOC)c(OCC)cc1NC(=O)c1ccco1,6.9,0.8,36.4,1,0.5,0.7,0.8,15.4,-4.8,35.0
O=C(c1ccco1)N1CCN(C(c2ccccc2Cl)c2nnnn2Cc2ccco2)CC1 (centres undefined),-10.5,1.1,43.0,1,1.1,1.1,0.8,22.3,-4.2,-6.3
COc1ccc(CCN(Cc2ccccn2)C(=S)Nc2cccc(C)c2)cc1OC,-13.0,1,19.2,1,1,1,0.9,8.0,-3.3,-0.7
COc1ccc(NC(=S)Nc2cc(C(F)(F)F)ccc2F)cc1,-2.6,1,7.3,1,1,0.8,0.9,9.8,-3.8,23.2
c1ccc(C2CC(c3ccccc3)n3c(nc4ccccc43)N2)cc1 (centres undefined),-8.5,1,12.7,1,1,1,1,0.9,-1.3,2.6
CC1(C)CC2CC(C)(CN2C(=O)c2cccs2)C1 (centres undefined),-6.3,1,4.9,1.1,1,1,1,-3.1,-5.9,-3.3
Nc1c(NCc2ccccc2)c2ccccc2oc1=O,-11.8,0.8,27.4,1,0.9,0.8,0.7,25.1,-4.2,16.4
CN(Cc1ccccc1)S(=O)(=O)c1ccc(OCC(=O)Nc2cccc([N+](=O)[O-])c2)cc1,6.0,1,-5.8,1,1,1,0.9,10.1,2.0,4.1
N#Cc1nc(COc2ccc(F)cc2)oc1N1CCN(Cc2ccccc2)CC1,-11.7,0.8,-5.5,1,0.8,0.9,0.7,28.7,-3.0,9.7
O=c1ccn(Cc2ccc(F)cc2)c2ccnc(C(F)(F)F)c12,-3.3,0.9,-2.1,1,0.9,0.8,0.9,14.7,-0.2,20.6
COC(=O)c1cc(-c2ccc(OC)cc2)n[nH]1,94.3*,0.9,0.4,1,0.9,0.8,0.9,11.5,-4.7,17.7
COc1ccc(C2=CC(c3ccc(C)cc3)n3nnnc3N2)cc1 (centres undefined),-4.9,1.3,3.0,1.1,1.7,0.9,1,4.2,-6.6,5.1
CCCN1Cc2cccc(C(=O)NC(C)c3cccs3)c2C1=O (centres undefined),-16.8,1,10.8,1.1,1,0.9,1,2.7,-9.7,9.6
O=C(Nc1nc2ccc(SC(F)F)cc2s1)c1ccc2c(c1)S(=O)(=O)c1ccccc1C2=O,-5.3,0.9,85.8*,0.8,1,0.9,1,1.4,19.6,7.9
CCCn1c(=O)n(C)c(=O)c2c(SCC(=O)NCc3ccco3)nc(C3CC3)nc21,-4.1,1,-6.7,1,1,1.1,0.9,13.9,-3.0,-5.8
COc1cccc(CNS(=O)(=O)c2cccc(S(=O)(=O)N3CCOCC3)c2)c1,-12.9,1.1,27.2,1.1,1.1,0.9,0.9,8.6,-7.9,10.0
CC(=O)c1ccc(S(=O)(=O)N2CCN(C(C)=O)CC2)cc1,-0.9,1,-2.2,1,1,0.9,1,3.1,1.9,5.6
Cc1ccccc1N1CC(C(=O)Nc2nnc(SCC(=O)Nc3nccs3)s2)CC1=O (centres undefined),6.9,1.2,31.2,1,1.3,0.9,0.9,12.6,-1.2,9.9
COC(=O)C1=C(N)Oc2c(oc(CO)cc2=O)C1c1c(F)cccc1Cl (centres undefined),-7.3,1.1,10.5,1.1,1,1,1,-0.5,-5.9,3.4
CCC1CC2CC(NC(C)=O)C1C2 (centres undefined),-8.1,0.9,-3.0,1,1,1.1,0.8,16.1,-4.2,-6.0
CCc1ccccc1NC(=O)N[C@H](C(=O)O)C(C)CC (some centres undefined),-5.4,0.9,-2.6,1,0.9,1,0.9,13.9,0.8,2.4
COc1ccc(C=O)cc1COc1c(F)c(F)cc(F)c1F,-16.0,0.9,99.2*,1.1,0.9,0.7,0.8,17.8,-6.6,27.5
CCCCCCC(=O)Nc1nc(C)c(-c2csc(Nc3cc(Cl)ccc3C)n2)s1,-6.0,1,5.1,1,1.3,0.9,0.8,19.7,2.0,5.9
COc1ccc(N(/N=C2\Sc3ccccc3C2=O)C(C)=O)cc1,15.2,1,0.9,0.5,1,1,0.9,7.2,47.0,1.6
CCOc1ccccc1N(CC(=O)Nc1ccccc1C(=O)NCc1ccco1)S(C)(=O)=O,-10.5,0.8,-0.1,1,0.9,1,0.8,20.1,-4.1,3.8

# In another format: four of the compounds above.
# Each structure is followed by: TNAP inh noacc, PMI act, L major viab, TNAP act hi DEA, PMI act satM6P, bIAP act, Diaphorase act, Diaphorase inh, TNAP inh hi DEA, bIAP inhibitor
CC(=O)c1ccc(S(=O)(=O)N2CCN(C(C)=O)CC2)cc1
  -0.9, 1, -2.2, 1, 1, 0.9, 1, 3.1, 1.9, 5.6
Cc1ccccc1N1CC(C(=O)Nc2nnc(SCC(=O)Nc3nccs3)s2)CC1=O (centres undefined)
  6.9, 1.2, 31.2, 1, 1.3, 0.9, 0.9, 12.6, -1.2, 9.9
COC(=O)C1=C(N)Oc2c(oc(CO)cc2=O)C1c1c(F)cccc1Cl (centres undefined)
  -7.3, 1.1, 10.5, 1.1, 1, 1, 1, -0.5, -5.9, 3.4
CCC1CC2CC(NC(C)=O)C1C2 (centres undefined)
  -8.1, 0.9, -3.0, 1, 1, 1.1, 0.8, 16.1, -4.2, -6.0

# Next part:
SMILES,TNAP inh noacc,PMI act,L major viab,TNAP act hi DEA,PMI act satM6P,bIAP act,Diaphorase act,Diaphorase inh,TNAP inh hi DEA,bIAP inhibitor
CCC(C)NCCOCCSc1ccc(Cl)cc1 (centres undefined),-12.1,1,97.4*,1,0.9,1,0.8,17.5,-2.1,4.4
CC(=O)c1cnc(Nc2ccc(C)cc2)s1,-1.6,1,14.7,0.9,1,1,0.9,10.9,6.2,3.9
Cc1ccc(C(=O)OCC(=O)NCCN2C(=O)CSC2=O)cc1,-14.9,1,-5.2,1,1,0.9,0.9,12.2,-3.0,7.3
COc1ccc(C(=O)N(c2ccc(C)cc2)C2C=CS(=O)(=O)C2)cc1OC (centres undefined),-10.9,1.2,-3.4,1,1.2,1.3,1.1,-12.5,-3.8,-27.1
O=C(NCCCN1CCCC1=O)c1ccccc1NS(=O)(=O)c1ccc(F)cc1,-9.0,0.8,0.8,1,0.9,1,0.9,14.5,-4.9,2.8
CCOC(=O)C1CCCN(C(=O)c2ccc(CNS(=O)(=O)c3ccc(C)cc3)cc2)C1 (centres undefined),-7.4,0.9,6.2,1,0.9,1.1,0.9,9.9,0.1,-5.2
CC(=O)c1cccc(NC(=O)N2CCCC2C(=O)NCCc2ccccc2)c1 (centres undefined),-5.9,0.9,4.6,1,0.9,1,0.9,11.1,0.5,1.2
COc1ccc(CNC(=O)c2c([S-])n(-c3ccc(C)cc3)c3cccc[n+]23)cc1,-1.0,0.9,4.0,1.1,1,1,0.8,24.3,-5.8,-2.9
O=C(N1CCOCC1)n1nnc2ccccc21,-7.4,1,4.7,1,1,1,0.9,7.6,-2.7,-0.1
O=C1C=C(O)C(n2cncn2)C(c2cc(F)ccc2F)C1 (centres undefined),-10.6,1,-1.7,1,1,1,0.9,6.2,-4.4,-3.3
CCc1ccc(CNC(=O)CCc2nnc(CCc3ccc(OC)cc3)o2)nc1,-2.4,0.9,-6.6,1,0.9,0.9,1,4.4,1.5,12.3
COc1ccc(CCNC(=O)CSc2ncnc3c2oc2ccccc23)cc1OC,-8.9,1.1,-7.2,1,1,1.2,0.9,11.9,1.9,-15.2
CCn1c2ccccc2c2cc(NC(=O)CSc3nnc(-c4ccccc4)o3)ccc21,-13.1,0.9,84.6*,1,0.9,1,0.8,21.8,-4.0,-0.7
O=C(O)CC12CC3CC(C1)CC(n1cncn1)(C3)C2,-9.9,1.1,-9.6,1,1.1,0.9,1,-1.7,-1.4,5.7
Cc1ccc(-n2cc3c(=O)n(C)c(=O)n(C)c3c2)cc1C,-3.0,1.2,35.0,1,1,0.9,0.9,9.4,3.1,5.9
COc1ccc(C2CC(=O)C3=C(C2)Nc2ncnn2C3c2ccccc2)cc1 (centres undefined),-4.5,0.9,90.5*,1,1,1,1,1.8,-0.2,0.6
COc1ccc(OC)c(C2CC(c3c(-c4ccccc4)c4cc(Cl)ccc4[nH]c3=O)=NN2S(C)(=O)=O)c1 (centres undefined),2.1,0.9,-1.4,1,0.9,1,1,-0.2,-3.1,-0.7
Cc1cc(NC(=O)COc2ccccc2C)no1,-1.7,1,-4.4,1,1.1,1.2,1,-3.7,1.6,-16.3
O=C(CSc1nnc(-c2ccc(S(=O)(=O)N3CCCC3)cc2)o1)NCc1ccco1,0.3,1,88.2*,1,0.9,1.1,0.8,17.6,-0.5,-7.1
CN(CCN1CCOCC1)Cc1nc(-c2ccccc2)no1,-3.2,0.9,90.2*,1,0.9,1.2,1,4.5,0.4,-23.4
O=C(OCc1nc2ccccc2s1)c1cccc(S(=O)(=O)N2CCOCC2)c1,-4.9,0.8,-2.1,1.1,0.9,0.9,0.7,31.4,-5.3,5.8
COc1ccc2[nH]cc(C(O)CN3CCN(c4ccccc4)CC3)c2c1 (centres undefined),-15.3,1,-3.1,1,0.9,1,1,-2.1,-0.3,-1.8
Cc1ccccc1CN(C)CC(=O)NC(C)CCc1ccccc1 (centres undefined),-10.8,1,9.0,1.1,1.1,1.1,0.9,10.2,-6.3,-9.0
CCN(CC)C(=O)C1CCCN(C/C(C)=C/c2ccccc2)C1 (centres undefined),-7.5,0.9,19.6,1,0.9,1.1,0.8,19.4,-1.6,-5.0
